ZTA counter – blocks Epstein-Barr virus ZTA, an EBNA-1 counter-screen. ZTA-DNA binding, fluorescence polarization. inhibition, % at 11 µM. 320,000 compounds, 0.15% hits. AID 2234; in the data active = inhibition above about 33%
Target sequence (P03206 whole entry, looked up): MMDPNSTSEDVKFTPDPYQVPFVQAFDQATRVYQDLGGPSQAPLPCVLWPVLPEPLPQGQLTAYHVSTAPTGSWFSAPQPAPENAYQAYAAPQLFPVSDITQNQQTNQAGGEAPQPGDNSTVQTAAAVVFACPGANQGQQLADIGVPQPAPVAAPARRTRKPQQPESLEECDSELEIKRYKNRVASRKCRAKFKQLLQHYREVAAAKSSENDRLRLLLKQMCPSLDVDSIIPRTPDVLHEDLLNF
TPT1 inh – Candida albicans TPT1 enzyme inhibitors, primary screen, biochemical, fluorescence polarization; recombinant caTPT1, FP RNA substrate dephosphorylation; inhibition, % at 5 µM; 300,000 compounds, 0.81% hits; AID 1962, 2009;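 active = inhibition above the mean of all tested compounds plus 3 SD, set per screening campaign, cut at about 24% in these data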;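 also: plate controls were DMSO alone for no effect and ferristatin control at 100 nM for full effect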
EBNA-1 inh – EBNA-1 DNA-binding inhibitors, primary screen, biochemical, fluorescence polarization | inhibition, % at 14.8 µM | 300,000 compounds, 0.34% hits; in the data active = inhibition above about 28%
CR mimetic SO – reduction of superoxide in aged yeast, primary screen, HTS; S. cerevisiae aged cells, superoxide DHE fluorescence; hits give low values; superoxide response (% of plate mean), % at 10 µM; 330,000 compounds, 0.18% hits; AID 2690, 2010;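 active = superoxide response under a set limit, about three screen SD below normal, cut at about 65% in these data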;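 also: yeast aged for seven days with compound at 30 °C before DHE staining; 100% = average MFI of all compound-treated wells on the plate with controls excluded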
JMJD2C inh – inhibitors of GASC-1 histone demethylase, primary screen, biochemical, fluorescence, DELFIA europium; Lysine-specific demethylase 4C (Homo sapiens), Q9H3R0; GST-JMJD2C(1-420) H3K9me3 demethylation; inhibition, % at 2.35 µM; 330,000 compounds, 0.069% hits;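 active = more than half of a compound's replicate wells show inhibition beyond 50%, single wells judged on their own value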;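 also: signal counts dimethyl H3K9 product captured on neutravidin plate; 0% = median of DMSO wells and 100% = 0.3 times that DMSO median; strong numbers were not always called active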
CTSL1 counter – Fasciola hepatica cathepsin L1 inhibitors, primary screen, counter-screen for PFM18AAP inhibitor project, biochemical, QFRET, fluorogenic peptide substrate; recombinant F. hepatica cathepsin L1, Z-Leu-Arg-MCA fluorescence; inhibition, % at 5.96 µM; 300,000 compounds, 0.49% hits; AID 1906, 2009;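 active = inhibition above the mean of all tested compounds plus 3 SD, set per screening campaign, cut at about 17% in these data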;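 also: 0% = plate median of test compound wells and 100% = 1 µM Z-Phe-Ala-diazomethylketone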
PP5 primary – PP5 phosphatase inhibitors, primary screen, biochemical, fluorescence | inhibition, % at 6.7 µM | 320,000 compounds, 0.18% hits | purified PP5c, OMFP substrate fluorescence | Serine/threonine-protein phosphatase 5 (Homo sapiens), P53041;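 active = inhibition above the campaign's mean inhibition across all tested compounds plus 3 SD, cut at about 9.5% in these data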;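 also: 0% = DMSO only and 100% = 100 µM cantharidin control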
Target sequence (P53041 whole entry, looked up): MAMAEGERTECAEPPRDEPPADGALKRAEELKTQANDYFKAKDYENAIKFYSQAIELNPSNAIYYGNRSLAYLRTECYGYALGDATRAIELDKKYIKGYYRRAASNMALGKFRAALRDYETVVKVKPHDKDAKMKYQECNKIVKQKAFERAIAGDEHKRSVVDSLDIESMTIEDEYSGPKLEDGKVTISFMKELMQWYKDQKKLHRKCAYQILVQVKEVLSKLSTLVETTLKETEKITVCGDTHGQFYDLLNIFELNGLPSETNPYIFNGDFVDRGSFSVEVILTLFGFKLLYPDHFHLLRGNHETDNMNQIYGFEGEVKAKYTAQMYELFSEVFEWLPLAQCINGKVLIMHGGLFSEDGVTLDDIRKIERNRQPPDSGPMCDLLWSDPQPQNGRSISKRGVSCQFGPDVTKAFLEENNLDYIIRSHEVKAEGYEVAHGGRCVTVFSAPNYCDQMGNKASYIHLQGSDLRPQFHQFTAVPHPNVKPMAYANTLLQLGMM
PP1 counter – PP1-alpha phosphatase inhibitors, primary screen, counter-screen for PP5 inhibitor project, biochemical, fluorescence, OMFP substrate, single point. purified PP1alpha. Serine/threonine-protein phosphatase PP1-alpha catalytic subunit (Homo sapiens), P62136. AID 2235, 2010. 320,000 compounds, 0.9% hits. inhibition, % at 6.7 µM;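 active = inhibition above the mean inhibition of all tested compounds plus 3 SD, computed separately for each screening campaign, cut at about 15% in these data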
Target sequence (P62136 whole entry, looked up): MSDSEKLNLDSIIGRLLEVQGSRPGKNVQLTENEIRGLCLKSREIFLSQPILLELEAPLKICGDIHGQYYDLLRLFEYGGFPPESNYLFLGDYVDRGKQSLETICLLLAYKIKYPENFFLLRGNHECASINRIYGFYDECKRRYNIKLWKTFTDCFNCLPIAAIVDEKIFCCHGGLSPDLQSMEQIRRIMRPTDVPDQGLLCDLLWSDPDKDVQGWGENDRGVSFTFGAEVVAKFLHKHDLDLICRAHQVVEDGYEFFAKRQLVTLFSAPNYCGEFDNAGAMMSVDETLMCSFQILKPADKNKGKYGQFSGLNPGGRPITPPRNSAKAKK
HCV core dimer – inhibitors of HCV core protein dimerization, primary screen, biochemical, TR-FRET, high-throughput; TR-FRET GST/Flag-core106 dimerization, 1536-well; 300,000 compounds, 0.33% hits; inhibition, % at 5 µM; AID 1899, 2009;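 active = inhibition above the mean of all tested compounds plus 3 SD, set per screening campaign, cut at about 45% in these data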
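System: GST/Flag-tagged HCV core106 proteins. Incubation: compound-protein-antibody incubation 4 h at 22.5 °C. Technique: HTRF with 340 nm excitation, 617/671 nm emission. Medium: KF-containing HEPES buffer, pH 7.45, DTT, CHAPS, BSA. Read-out: inhibition (%) from 671 over 617 nm ratio. Also added: Eu(K)-anti-GST 90 ng/mL plus XL665-anti-Flag 1 µg/mL.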
* = called active by the depositor; i = inactive; . = not tested or not shown. Random draw from the library. Share with any hit: about 3.1%.

SMILES | ZTA counter | TPT1 inh | EBNA-1 inh | CR mimetic SO | JMJD2C inh | CTSL1 counter | PP5 primary | PP1 counter | HCV core dimer
O=C(OCC#CCSc1nc2ccccc2o1)c1ccco1 | 5 | 3 | 6 | 113 | 2 | -4 | -0.8 | 0 | 0
Cc1cc(N2CCN(C)CC2)nc2ccc(NC(=S)N3CCC4(CC3)OCCO4)cc12 | -11 | -2 | -6 | 102 | 1 | -3 | -2.2 | -4 | -1
CCSc1sccc1C1C(C#N)=C(N)N(c2cccnc2)C2=C1C(=O)CC(C)(C)C2 (stereo not drawn) | -11 | 3 | -14 | 114 | 5 | 4 | 3.5 | -5 | -5
Cc1ccc(C2CC(C(F)F)n3ncc(C(=O)Nc4c(C)nn(Cc5c(F)cccc5Cl)c4C)c3N2)cc1 (stereo not drawn) | 0 | 0 | -5 | 99 | 5 | 0 | 4.2 | 1 | 36
O=C(/C=C/c1ccc([N+](=O)[O-])cc1)NCCOc1ccc(F)cc1 | -6 | 1 | 0 | 100 | 0 | 2 | 1.1 | 3 | 0
Cc1cccc(OCCOC(=O)Nc2ccccc2)c1 | 5 | 1 | -8 | 110 | -3 | 0 | 3.5 | 2 | -7
CCOc1ccc2[nH]c(O)c(NC(C)=O)c2c1 | -11 | -2 | 0 | 89 | 13 | 4 | 0.3 | -3 | 1
CN(c1ccccc1)S(=O)(=O)c1cccc(NC(=O)CCNC(=O)c2ccccc2)c1 | 2 | . | . | 94 | 10 | . | 2.1 | -2 | .
CCOc1ccc(N(CC(=O)O)S(=O)(=O)c2ccc(F)cc2)cc1 | -2 | 0 | 3 | 103 | . | 0 | 1.0 | -4 | -6
CNC(=O)/C(C#N)=C/c1cccc(Oc2ccccc2)c1 | 1 | -3 | -1 | 98 | 60 | 0 | 1.0 | 6 | 2
CCn1c(=O)c([N+](=O)[O-])c(NCCN(C)C)c2ccccc21 | 5 | -4 | -4 | 91 | -3 | -3 | -2.6 | -5 | 1
O=C(CSc1nc(O)c(C2CCCCC2)c(=O)[nH]1)N1CCOCC1 | 1 | -1 | -4 | 99 | -5 | -2 | -1.4 | -2 | 2
Cn1nc(C(=O)OCC(=O)c2ccc[nH]2)c2ccccc2c1=O | -5 | 2 | -12 | 89 | 42 | 9 | 1.0 | -2 | 4
Cc1ccc(C(=O)NCCC(=O)N2CCC3(CC2)NCCc2[nH]cnc23)cc1 | 11 | 1 | 9 | i | 5 | 0 | 0.0 | -3 | 6
Cc1cc(C)n(-c2ccc(C(=O)Nc3ccccc3N3CCOCC3)cc2)n1 | 7 | 0 | 10 | 97 | 7 | -1 | 1.1 | 2 | 2
Cc1ccc(OCCC(=O)Nc2ccc(S(=O)(=O)N3CCCC3)cc2)cc1 | 4 | . | . | 100 | . | . | 4.1 | 1 | .
Cn1c(CCN2CCN(c3ccccn3)CC2)nc2cc(NS(=O)(=O)c3ccccc3)ccc21 | -3 | -1 | -3 | 95 | 1 | -2 | 1.8 | 1 | -9
O=C(NCc1ccncc1)/C(=C/c1cccc([N+](=O)[O-])c1)NC(=O)c1ccccc1 | -22 | 0 | -8 | 75 | -2 | 12 | 1.0 | -2 | -2
Cc1cc(C)n(-c2cc(O)c(-n3nc(C)cc3C)cc2O)n1 | 6 | 2 | -12 | 110 | 1 | -1 | 2.0 | 2 | -8
O=C1CCC(C(=O)OCc2c(Cl)cccc2Cl)N1 (stereo not drawn) | 4 | -3 | 13 | 101 | 7 | -2 | 1.0 | -4 | -4

Taken from above.
ZTA counter with `Cn1c(CCN2CCN(c3ccccn3)CC2)nc2cc(NS(=O)(=O)c3ccccc3)ccc21` is entered as -3
CR mimetic SO with `O=C(NCc1ccncc1)/C(=C/c1cccc([N+](=O)[O-])c1)NC(=O)c1ccccc1` is entered as 75
JMJD2C inh with `Cc1ccc(C(=O)NCCC(=O)N2CCC3(CC2)NCCc2[nH]cnc23)cc1` is entered as 5
ZTA counter with `Cc1ccc(OCCC(=O)Nc2ccc(S(=O)(=O)N3CCCC3)cc2)cc1` is entered as 4

(listing goes on)
SMILES | ZTA counter | TPT1 inh | EBNA-1 inh | CR mimetic SO | JMJD2C inh | CTSL1 counter | PP5 primary | PP1 counter | HCV core dimer
COc1cccc(-c2cccc(NC(=O)C3CCN(Cc4ccc(C)o4)CC3)c2)c1 | 3 | -4 | 11 | 93 | -3 | 5 | 1.1 | 0 | 1
CCCCOc1ccc(C(=O)Nc2ccncc2)cc1 | 8 | -1 | 3 | 97 | 6 | 0 | 1.9 | 3 | 0
Cc1cc(-c2ccccc2)c2c3c(c(-c4ccccc4)n2n1)c(=O)n(C)c(=O)n3C | -1 | 3 | -13 | 114 | -2 | -6 | 1.3 | 0 | 3
Cc1nc2ccccc2c(=O)n1/N=C/C=C/c1ccccc1 | 2 | 2 | -8 | 102 | 10 | 4 | 0.8 | -3 | 2
CN1CCN(C(=O)CCN2C(=O)/C(=C\c3ccccc3F)SC2=S)CC1 | -9 | 0 | 1 | 94 | -4 | 0 | 3.2 | 0 | 1
COc1ccc(S(=O)(=O)NCC(c2ccc(F)cc2)N2CCN(C)CC2)cc1 (stereo not drawn) | 10 | -1 | 4 | 102 | 23 | -2 | -1.8 | -2 | 2
CCCCN(C(=O)c1cc(CC)c(C)s1)c1c(N)n(CCC)c(=O)[nH]c1=O | -8 | -2 | 15 | 69 | -4 | -2 | 2.0 | -2 | 2
O=C(Nc1cccc(Cl)c1)N(CCN1CCOCC1)Cc1ccccc1F | 9 | -1 | -1 | 98 | 6 | 0 | 2.0 | 4 | -1
COc1cc2c(cc1OC)C(=O)NCC(C)(C)O2 | 9 | -2 | 6 | 119 | -5 | -2 | 0.1 | -4 | 2
CCN(CC)S(=O)(=O)c1cccc(C(=O)N/N=C/c2ccccn2)c1 | -6 | -4 | 5 | 93 | 6 | 1 | -0.6 | -1 | 0
CC(=O)c1ccc(OC(=O)C2c3ccccc3Oc3ccccc32)cc1 | 10 | -3 | -1 | 100 | 1 | -1 | 1.2 | 0 | 4
COc1ccccc1N1CC(C(=O)Nc2cc(C(F)(F)F)ccc2N2CCCC2)CC1=O (stereo not drawn) | -17 | 0 | -3 | 114 | 1 | 2 | -0.7 | -4 | 2
C/C(=N\NC(=O)c1ccccc1O)c1c(O)cc(C)oc1=O | 14 | 1 | 7 | 109 | -27 | -3 | 0.0 | -5 | -1
O=C1c2ccccc2NC(c2ccc(-c3ccccc3F)o2)N1O (stereo not drawn) | -21 | . | . | 68 | -5 | . | 0.0 | 2 | .
COc1ccc(CSc2nc(C)cc(C)c2C#N)cc1 | 0 | -2 | -6 | 98 | -2 | -1 | -0.1 | 15 | -2
Cn1c(=O)oc2cc(S(=O)(=O)N3CCCC(C(=O)NCC4COc5ccccc5O4)C3)ccc21 (stereo not drawn) | 1 | 0 | -3 | 100 | 1 | 0 | 1.4 | 1 | -4
O=C(Cc1ccccc1)NCC(=O)N1CCN(c2ccccc2F)CC1 | 2 | 0 | 2 | 101 | 0 | -1 | 2.0 | -12 | -18
COCCOC(=O)c1c(C)oc2cc(Br)c(OCC(N)=O)cc12 | -5 | -1 | -8 | 88 | 18 | 1 | 2.5 | -5 | 8
Cc1ccc(-c2cc(C(=O)N3CCOCC3)no2)cc1 | 15 | 2 | 4 | 110 | 21 | -3 | 0.3 | 0 | 5
O/N=C1\CCCc2c1nc(-c1ccccc1F)n2O | 1 | 0 | 0 | 80 | 0 | 2 | -0.4 | -5 | -2
Cc1cc(CN(C)Cc2c(C(=O)N3CCCCCCC3)nc3ccc(Cl)cn23)n[nH]1 | -7 | 1 | 1 | 95 | 5 | -7 | 3.0 | 1 | -2
Cc1ccc(CNC(=O)Cn2ncn3cccc3c2=O)cc1 | -3 | -2 | -16 | 124 | -9 | -4 | 4.5 | 3 | -4
CCCC(=O)NC(=S)Nc1c(C)cc(Br)cc1C | -2 | -4 | 8 | 130 | 2 | 0 | 4.7 | 1 | -3
N#Cc1c(NCCCO)nc(-c2ccco2)c2c1CCCC2 | 9 | 0 | -6 | 122 | -10 | 18* | 4.6 | 0 | 4
S=C(Nc1ccc2nsnc2c1)N1CCCC1 | -4 | -3 | -12 | 103 | 1 | -2 | 5.4 | -2 | -13
CCOC(=O)/C(=C\Nc1ccccc1C(F)(F)F)Sc1ncc(C(F)(F)F)cc1Cl | -9 | 0 | -6 | 102 | 0 | 3 | -1.0 | -3 | 3
CCOC(=O)C1CCN(C(=O)c2ccc(Cl)c(NC3=NC4CS(=O)(=O)CC4S3)c2)CC1 (stereo not drawn) | 1 | -3 | 3 | 77 | 18 | 2 | 0.8 | 0 | -13
COc1cc(NC(=O)COC(=O)C2CC2)c(C)cc1[N+](=O)[O-] | 2 | 1 | 0 | 92 | -1 | -2 | -1.4 | 1 | -5
O=C(O)c1ccccc1C(=O)Nc1cc(C(F)(F)F)ccc1N1CCCC1 | 8 | -2 | -3 | 100 | 0 | 7 | 0.8 | 0 | 9
Cc1ccc(-c2nnn(CC(=O)N(CC(=O)NCC3CCCO3)c3ccccc3)n2)o1 (stereo not drawn) | -5 | -4 | 20 | 90 | 7 | 0 | -0.6 | -5 | -2

The last two compounds of the section above are carried over, then new ones follow.
SMILES | ZTA counter | TPT1 inh | EBNA-1 inh | CR mimetic SO | JMJD2C inh | CTSL1 counter | PP5 primary | PP1 counter | HCV core dimer
O=C(O)c1ccccc1C(=O)Nc1cc(C(F)(F)F)ccc1N1CCCC1 | 8 | -2 | -3 | 100 | 0 | 7 | 0.8 | 0 | 9
Cc1ccc(-c2nnn(CC(=O)N(CC(=O)NCC3CCCO3)c3ccccc3)n2)o1 (stereo not drawn) | -5 | -4 | 20 | 90 | 7 | 0 | -0.6 | -5 | -2
CCN(CC)S(=O)(=O)c1ccc(C(=O)OCn2c(SC)nnc(C)c2=O)cc1 | -6 | -2 | 1 | 102 | -4 | -1 | 2.0 | 2 | 5
COc1ccc(/C=C2\SC(=O)N(CC(=O)Nc3ccc(F)cc3)C2=O)cc1O | -12 | 4 | 1 | 98 | -10 | -2 | -4.1 | 3 | 2
Cc1cc(C)c2nc(-c3ccccn3)cc(C(=O)NCc3ccco3)c2c1 | 15 | -4 | 0 | 91 | 1 | 5 | 0.3 | 0 | 69*
CC1=NN(c2ccc(S(=O)(=O)O)cc2Cl)C(=O)C1 | 7 | 2 | -11 | 96 | 18 | 2 | -0.2 | -5 | 1
COc1ccc(-c2cc(-c3ccccc3)nc(SCC(=O)Nc3ncc(C)s3)c2C#N)cc1 | -4 | 3 | 6 | 114 | -2 | -1 | 4.1 | 4 | 41
Cc1ccc(S(=O)(=O)CCC(=O)c2cccc([N+](=O)[O-])c2)cc1 | -11 | -4 | -5 | 121 | 1 | 20* | 0.0 | -1 | -8
COc1c(C)cc(C(=O)C2CCCN(C(=O)CCCn3cncn3)C2)cc1C (stereo not drawn) | -16 | 1 | 0 | 82 | -1 | 2 | -1.0 | 0 | -5
CCCC1(C(=O)OCC)NC(c2ccco2)C2C(=O)N(C)C(=O)C21 (stereo not drawn) | -9 | -2 | 5 | 89 | -3 | 14 | 0.6 | 2 | 5
CCCCn1c(CCNC(=O)c2cccs2)nc2ccccc21 | -2 | -5 | -7 | 101 | 0 | 3 | 1.0 | 1 | 0
Cc1cc(NS(=O)(=O)c2ccc(NC(=O)CCCC(=O)O)cc2)nc(C)n1 | 6 | -1 | -7 | 99 | -16 | 1 | 1.9 | 10 | -4

High-throughput results (PubChem BioAssay)
